EPAC2 ag: EPAC2 (human) agonism; AID 720711; Potency, µM (series often up to 154 µM), without a hit: at the highest dose activation, hits mostly activators; EPAC2 activation, biochemical qHTS; response scale: 100% = 6.5 mM cAMP response; 360,000 compounds, 0.079% hits; Q8WZA2; note: potency is the fitted concentration of half-maximal effect; nearly all actives have a fitted effect of over 50% in size
Target sequence (Q8WZA2 whole entry, looked up): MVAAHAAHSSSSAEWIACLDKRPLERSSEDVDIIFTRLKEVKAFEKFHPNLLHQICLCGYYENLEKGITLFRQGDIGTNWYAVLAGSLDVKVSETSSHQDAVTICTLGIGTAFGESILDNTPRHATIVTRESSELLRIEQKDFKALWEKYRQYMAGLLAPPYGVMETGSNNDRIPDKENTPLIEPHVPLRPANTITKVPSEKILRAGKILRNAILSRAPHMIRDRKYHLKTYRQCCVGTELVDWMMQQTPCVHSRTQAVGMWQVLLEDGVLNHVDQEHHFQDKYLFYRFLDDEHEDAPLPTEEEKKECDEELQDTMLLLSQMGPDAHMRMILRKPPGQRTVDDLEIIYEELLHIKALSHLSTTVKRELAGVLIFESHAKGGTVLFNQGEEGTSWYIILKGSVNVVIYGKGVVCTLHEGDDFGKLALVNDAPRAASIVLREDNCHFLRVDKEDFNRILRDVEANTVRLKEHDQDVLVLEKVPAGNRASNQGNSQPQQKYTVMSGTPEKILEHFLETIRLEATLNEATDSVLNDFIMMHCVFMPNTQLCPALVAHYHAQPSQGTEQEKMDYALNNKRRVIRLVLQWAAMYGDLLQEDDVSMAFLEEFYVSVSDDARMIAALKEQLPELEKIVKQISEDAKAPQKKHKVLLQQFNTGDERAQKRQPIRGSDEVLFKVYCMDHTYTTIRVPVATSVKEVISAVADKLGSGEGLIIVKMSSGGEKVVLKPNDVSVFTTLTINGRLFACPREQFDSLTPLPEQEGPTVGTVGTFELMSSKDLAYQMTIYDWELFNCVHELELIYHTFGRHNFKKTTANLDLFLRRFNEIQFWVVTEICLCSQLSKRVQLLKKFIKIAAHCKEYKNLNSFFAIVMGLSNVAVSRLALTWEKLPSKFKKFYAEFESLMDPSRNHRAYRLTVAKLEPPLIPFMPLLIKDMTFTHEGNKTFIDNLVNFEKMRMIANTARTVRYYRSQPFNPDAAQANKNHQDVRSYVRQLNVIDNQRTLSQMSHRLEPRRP
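qHTS, titration series. 100 nM EPAC2 / 250 nM Rap1B-BODIPY-GDP / 50 uM GDP; RT; ex 480/em 540 nm, 5-min reads to 30 min. Norm. to 6.5 mM cAMP = activation.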
ATXN2 expr inh: reduces ATXN2 reporter expression in HEK-293 cells | Potency, µM (series often up to 57 µM), inactives show at the top dose activity change, negative = inhibition, actives largely listed as inhibitors | HEK-293 ATXN2-luciferase reporter, luminescence, 24 h | 360,000 compounds, 0.72% hits; note: potency is the fitted concentration of half-maximal effect; % is set by controls: 0 for no effect and ±100 for the full control effect; nearly all actives have a fitted effect of over 55% in size
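qHTS (up to 57 uM final) was run with 24 h compound exposure of reporter cells at 37 °C. Each well was multiplexed: SteadyGlo luminescence measured ATXN2-luciferase expression after a fluorogenic Gly-Phe-AFC viability readout (25 uM final).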
TGFb inhibitor: inhibitors of TGF-b signaling | HepG2 CAGA-GFP TGF-b/SMAD3 reporter, GFP fluorescence, 18 h; TGF-beta stimulated, 500 pg/mL final | 410,000 compounds, 1.2% hits | Potency, µM (series often up to 46.1 µM), without a hit: top-dose activity, negative = inhibition, usual class: inhibitors; note: potency is the fitted concentration of half-maximal effect; % is set by controls: 0 for no effect and ±100 for the full control effect; nearly all actives have a fitted effect of over 65% in size
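Cell-based qHTS in HEPG2 carrying a CAGA-GFP Smad reporter; compounds added before 500 pg/mL final TGF-beta, 18 h incubation at 37 degrees C, GFP fluorescence quantified per cell by imaging cytometry.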
IL-2 act: IL-2 activation | activation, % (series mostly up to about 46 µM) | 360,000 compounds, 0.065% hits | IL-2 activation reporter assay, cell-based qHTS; stimulated with anti-CD3/CD4/CD28 beads; in transgenic mouse T cells; in the data active = activation above about 50%; inconclusive = mostly about 30% to 49%; note: 0% is about no effect
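Unstimulated transgenic mouse T cells, 750 per well, received compound and, after 60 minutes, anti-CD3/anti-CD4 bead plus anti-CD28 stimulation. EGFP and DsRed were quantified after 18 hours.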
Nrf2 ARE act: Nrf2 pathway activation; AREc32 ARE-luciferase reporter (MCF7-derived line), luminescence, 24 h; Potency, µM (highest dose often 46.1 µM), without a hit: at the highest dose activation, most hits filed as activators; 410,000 compounds, 0.31% hits; note: potency is the fitted concentration of half-maximal effect; % of control where 0% means no effect; nearly all actives have a fitted effect of over 65% in size
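ARE activation measured as luciferase luminescence (Steady-Glo, 30 min RT) in AREc32_Fluc cells after 24 hr compound exposure at 37 deg C, 5% CO2; cells seeded overnight at 1000/well in OPTI-MEM, 5% FBS.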
HepG2 viability: HepG2 cytotoxicity, counter-screen for TGF-b inhibitors. HepG2 CAGA-GFP viability, ATP luminescence, 18 h. Potency, µM (doses to about 46.1 µM), for the others: at the highest dose activity change, negative = cytotoxicity, hits mostly cytotoxic. 410,000 compounds, 0.76% hits. AID 588856; note: potency is the fitted concentration of half-maximal effect; some results filed as inactive show a strong effect at the top dose
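HepG2 CAGA-GFP cells (1000/well, DMEM with 1% FBS) received compound, then TGF-beta at 500 pg/mL final, and were incubated 18 hours at 37 degrees C. Viability was read by CellTiter-Glo luminescence. Media-only wells were set as complete cell-killing and DMSO as no toxicity.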
A549 viability: kills or reduces viability of A549 cells in Nrf2 counter-screen. A549 ARE-Fluc cells, CellTiter-Fluor viability, 18-24 h. 390,000 compounds, 0.16% hits. AID 504648. Potency, µM (titrated, usually from 46 µM), without a hit: at the top dose activity change, negative = cytotoxicity, actives largely listed as inhibitors; note: potency is the fitted concentration of half-maximal effect; % is set by controls: 0 for no effect and ±100 for the full control effect
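A549 ARE_Fluc cells in 5% FBS OPTI-MEM were exposed to compounds in concentration-response for 18-24 h at 37 deg C. Viability was read by CellTiter-Fluor fluorescence (Ex 405/Em 525) after 30 min, before the luciferase read.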
Nrf2 block: Nrf2 pathway inhibition. Potency, µM (doses to about 46 µM), for inactives: at the highest dose activity change, negative = inhibition, most hits filed as inhibitors. AID 504444. A549 ARE-Fluc reporter, luciferase luminescence, 18-24 h. 360,000 compounds, 2.1% hits; note: potency is the fitted concentration of half-maximal effect; % is set by controls: 0 for no effect and ±100 for the full control effect; nearly all actives have a fitted effect of over 60% in size
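Quantitative HTS in A549 cells stably bearing an antioxidant response element-firefly luciferase construct. Inhibition of Nrf2-driven transcription was scored by luminescence after 18-24 h of compound exposure at 37 °C.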
S2 tox: viability counter-screen for ATXN expression inhibitors | S2 cells (HEK-293 line with an ATXN2-luciferase reporter) viability, CellTiter-Fluor protease fluorescence, 24 h | Potency, µM (titrated, usually from 56.7 µM), actives largely listed as cytotoxic | 400,000 compounds, 0.49% hits | AID 651635; note: potency is the fitted concentration of half-maximal effect; nearly all actives have a fitted effect of over 40% in size
Starred values were filed as active, the others as inactive; i = inactive; ? = inconclusive; nt = not tested or not shown; & = joins results of further samples; [ ] = remark or other dose. Unless noted, calls come from the whole dose curve; as a rule, active = well fitted curve in the direction sought with a large enough effect; inconclusive = small, poorly fitted or top-dose-only effect, or another doubt; inactive = no such curve, though single readings can be large; an effect the other way counts as inactive or inconclusive.

SMILES	EPAC2 ag	ATXN2 expr inh	TGFb inhibitor	IL-2 act	Nrf2 ARE act	HepG2 viability	A549 viability	Nrf2 block	S2 tox
C[C@@H]1CN([C@H](C)CO)C(=O)c2cccc(NC(=O)c3ccncc3)c2O[C@@H]1CN(C)Cc1ccc(C(=O)O)cc1	7%	-5%	-3%	1.1	-0.9%	-2%	0%	4%	i
CCCCN1CCc2[nH]c(=S)[nH]c(=O)c2C1	3%	4%	-25%	-0.8	0.9%	-20%	0%	6%	i
CCOC(=O)C(C(=O)Nc1ccccn1)C1CCCCC1 (centres undefined)	3%	12%	0%	-2.4	-0.1%	7%	-2%	4%	i
CCOc1ccc(C(=O)Nc2nnc(SCc3cc(=O)n4ccccc4n3)s2)cc1	nt	nt	-16%	nt	-0.8%	3%	-4%	nt	nt
CC1=CC(C)C2C(=O)N(c3ccccc3)C(=O)C2C1 (centres undefined)	7%	16%	2%	4.7	-0.7%	5%	15%	-11%	i
CCC(=O)N1CCc2cc(Br)cc(S(=O)(=O)N3CCCC(C(=O)NCc4ccccc4)C3)c21 (centres undefined)	nt	-6%	?	nt	-0.2%	-27%	-3%	10%	i
Cc1ccccc1S(=O)(=O)N1CCN(C)CC1	-1%	-10%	?	-0.1	0.4%	35%	0%	0%	i
COc1ccccc1C=NN1CCCCCC1	16%	5%	-16%	-0.5	-0.2%	-11%	4%	5%	i
O=C(CN1C(=O)c2ccccc2S1(=O)=O)Nc1ccc([N+](=O)[O-])cc1	18%	-27%	-28%	-1.9	-0.4%	-11%	-9%	-17%	i
CCOC(=O)c1nnn(-c2nonc2N)c1CN(C)C1CCCCC1	11%	10%	0%	0.1	0.1%	-1%	-6%	nt	i
CCOC(=O)C1CCCN(S(=O)(=O)c2ccc3c(c2)CCCN3C(C)=O)C1 (centres undefined)	nt	-9%	6%	nt	4.1%	-31%	-9%	nt	i
CC(C)c1cccc(C(C)C)c1NC(=O)CN1C(=O)NC2(CCCC2)C1=O	3%	-4%	0%	-4.3	-0.4%	12%	0%	-4%	i
O=C(COC(=O)C1CC1)Nc1ccc(N=Nc2ccccc2)cc1	1%	45%[activator]	-8%	1.1	3.2%	1%	-6%	?	i
CCNC(=O)NC(=O)C(C)Sc1nc2ccccc2c(=O)n1-c1cccnc1 (centres undefined)	3%	-3%	1%	3.3	0.5%	-23%	-19%	-29%	?
N#CCCN1CCN(S(=O)(=O)c2ccc3c(c2)OCCCO3)CC1	-19%	5%	1%	-0.9	0.6%	0%	-1%	8%	i
CCSc1nnc(NC(=O)CCC2CCCCC2)s1	-3%	nt	-19%	-0.2	0.4%	-10%	13%	14%	i
O=C(Cn1c2[n+](c3ccc(C(F)(F)F)cc31)CCCCC2)c1ccc2c(c1)OCCO2	15%	nt	25%	-1.3	-0.7%	-2%	-7%	11%	i
COc1cc(-c2cc(-c3ccc(N)cc3)[nH]c(=O)c2C#N)cc(OC)c1OC	-88%[inhibitor]	8%	45%	15	1.5%[9.22 µM]	1%	-9%	3%	i
O=C(COC(=O)CNC(=O)c1ccc(Cl)cc1)NC1CCCCCC1	11%	4%	1%	0.7	-0.6%	-7%	3%	6%	i
Cc1oc(-c2ccccc2Cl)nc1CSCC(=O)O	5%	-24%	6%	-2.7	-1.0%	-23%	3%	?	i
Cc1ccc2c(NC(=O)c3ccco3)cccc2n1	5%	23%	2%	-4.4	4.7%	7%	1%	13%	i
O=C(c1cc(-c2cccc(Cl)c2)on1)N1CCN(c2ccccc2)CC1	13%	22%&8%	?	-0.2	-0.7%&-0.6%	-2%&-67%	6%&0%	18%&-9%	i
CC(C)Cc1ccc(-c2cc(=O)[nH][nH]2)cc1	-1%	-1%	10%	-0.1	0.3%	9%	-3%	-1%	i
CCN(CC)S(=O)(=O)c1ccc(NS(=O)(=O)c2ccc(C)c(C)c2)cc1	20%	3%	1%	0.2	0.2%	1%	16%	3%	i
Cc1ccc(N=C(NO)c2cnccc2C(F)(F)F)c(C)c1	-7%	3%	0%	-2.7	0.1%	9%	0%	10%	i
SMILES	EPAC2 ag	ATXN2 expr inh	TGFb inhibitor	IL-2 act	Nrf2 ARE act	HepG2 viability	A549 viability	Nrf2 block	S2 tox
Cc1cccc(NC(=O)Cn2nc(-c3cccs3)ccc2=O)c1C	-7%	-6%	3%	0.1	-0.5%	18%	2%	-7%	i
COc1ccccc1NC(=O)CN1CCN(CC(=O)Nc2ccc(OCc3ccccc3)cc2)CC1	-2%	-24%	?	-3.4	6.9%	-20%	?	nt	i
O/N=C(/CN(O)/C=C1/C=CC=N1)c1cccs1	8%	2%	-10%	-1.0	0.0%	-1%	-6%	?	i
Cn1c(N)c(C(=O)CSc2ccc3c(c2)OCCO3)c(=O)n(C)c1=O	1%	1%	24%	0.7	0.2%	1%	2%	-26%	i
O=C(NCc1ccccc1Cl)C1CCN(S(=O)(=O)N2CCCC2)CC1	10%	nt	5%	0.6	-0.7%	0%	-4%	12%	i
Cc1ccccc1OCC(=O)Nc1ccc(S(=O)(=O)N2CCCC2)cc1	10%	-29%	?	-0.5	0.2%	2%	0%	?	i
COc1ccc(/C=C/C(=O)NC(=S)Nc2cc3oc4ccccc4c3cc2OC)cc1	-3%	?	13%	-0.5	3.1%	1%	-5%	31%	?
CC(=O)ON=C1C=CC(=C(C#N)c2ccccc2)C=C1	1%	14µM*	?	-0.8	?	-52%	nt	nt	14µM*
CCOC(=O)C1CCN(C(=O)Cn2cc3c(n2)CCC(C)C3)CC1 (centres undefined)	12%	3%	-19%	-2.1	0.5%	-21%	-17%	-19%	i
CCc1ccc(N(CC(=O)NC(C)C)C(=O)CCC(=O)Nc2nccs2)cc1	-12%	7%	9%	0.4	-0.3%	14%	-2%	-4%	i
Cc1cc(-c2ccc(N3C(=O)CCC3=O)c(C)c2)ccc1N1C(=O)CCC1=O	12%	-4%	-34%	1.1	-0.5%	-2%	-2%	9%	i
Nc1ccc(-c2cnc[nH]2)cc1[N+](=O)[O-]	8%	-21%	-11%	0.0	1.4%	-7%	-20%	-10%	i
Cc1cc(S(=O)(=O)NCCN2CCOCC2)c(C)s1	-3%	1%	37%[activator]	-2.0	-0.1%	-10%	2%	5%	i
COc1ccc(N(CC(=O)NC2CCCCC2)C(=O)CNC(=O)c2ccco2)cc1	18%	-10%	44%[activator]	-6.5	2.9%	7%	4%	3%	i
Cc1ccc(-n2c(SCC(N)=O)nnc2-c2cnccn2)cc1	1%	19%	-4%	0.4	0.1%	8%	-6%	0%	i
COCc1nnc(NC(=O)c2ccc3c(c2)OCO3)s1	5%	-15%	3%	7.4	-0.5%	-7%	1%	?	i
CCN1C(=O)C(CC(=O)NC)N(NC(=O)c2ccccc2)C1=S (centres undefined)	4%	0%	-16%	1.5	-0.5%	-2%	1%	3%	i
CCOC(=O)N1CCN(Cc2ccc(F)cc2F)CC1	-7%	2%	-14%	0.5	-0.4%	-4%	8%	-3%	i
O=C(C1CCCO1)N1CCN(C(=S)Nc2ccc(F)c(Cl)c2)CC1 (centres undefined)	5%	-8%	5%	-3.1	2.1%	-14%	3%	6%	i
Cc1ccc(Nc2cc(C)nc3c(C)cccc23)cc1	-1%	-4%	?	-4.0	0.6%	-21%	?	2%	i
COc1cc(C(=O)Nc2ccccc2N2CCOCC2)ccc1OCC(=O)N1CCOCC1	-2%	2%	-1%	-3.4	-0.6%	2%	-2%	-6%	i
O=C(/C=C/c1cccc([N+](=O)[O-])c1)Nc1ccc(Cl)cn1	3%	nt	14%	0.5	5.4%	4%	4%	15%	?
CCOC(=O)Cc1csc(Nc2c(C)n(C)n(-c3ccccc3)c2=O)n1	3%	-7%	25%	-4.8	-0.2%	-6%	3%	15%	i
c1ccc2c(c1)NCC1CCCN21 (centres undefined)	8%	-13%	0%	-5.1	-0.3%	0%	-4%	5%	i
CCN1/C(=C/c2ccc3cc(C)cc(C)c3[n+]2CC)Sc2cc(C)ccc21	0%	?	157%[activator]	1.4	0.4%	-117%	16µM*	?	?
SMILES	EPAC2 ag	ATXN2 expr inh	TGFb inhibitor	IL-2 act	Nrf2 ARE act	HepG2 viability	A549 viability	Nrf2 block	S2 tox
CCCC(=O)N1CCN(c2ccc(NC(=O)c3ccc(Br)o3)cc2)CC1	9%	13%	-2%	-0.2	-0.6%	-2%	0%	-17%	i
COc1ccc(Cn2c(-c3ccccc3)nc3c(c(=O)c4ccccc4n3C)c2=O)cc1	5%	-3%	-6%	-1.8	-0.4%	14%	-2%	4%	i
O=C(NC1CCCc2ccccc21)c1cccc(F)c1 (centres undefined)	1%	0%	1%	0.9	-0.2%	-4%	16%	-30%	i
Fc1ccc(-c2nc3ccc(Cl)cn3c2Cc2cccc(Cl)c2)cc1	10%	5%	?	0.6	7.0%	-22%	nt	nt	?
CC(=O)Nc1ccc(Nc2nc(C(F)(F)F)nc3c2nnn3Cc2ccccc2Cl)cc1	11%	-21%	-11%	-2.2	-0.2%	-6%	-15%	?	i
Cc1nn(-c2ccc(F)cc2)c(-n2cccc2)c1C(=O)NCCCN1CCN(c2cccc(Cl)c2)CC1	nt	?	11µM*	nt	-3.8%	18µM*	-13%	?	?
CC1Oc2ccc(C#N)cc2N(Cc2cccc(F)c2)C1=O (centres undefined)	19%	-10%	-4%	0.2	0.7%	24%	nt	nt	i

Retrieved by structure from the list above (three):
SMILES	EPAC2 ag	ATXN2 expr inh	TGFb inhibitor	IL-2 act	Nrf2 ARE act	HepG2 viability	A549 viability	Nrf2 block	S2 tox
CC1Oc2ccc(C#N)cc2N(Cc2cccc(F)c2)C1=O (centres undefined)	19%	-10%	-4%	0.2	0.7%	24%	nt	nt	i
O=C(NC1CCCc2ccccc21)c1cccc(F)c1 (centres undefined)	1%	0%	1%	0.9	-0.2%	-4%	16%	-30%	i
Fc1ccc(-c2nc3ccc(Cl)cn3c2Cc2cccc(Cl)c2)cc1	10%	5%	?	0.6	7.0%	-22%	nt	nt	?
